Source: PubChem BioAssay
Pf gamet viab – late stage P. falciparum gametocyte viability inhibitors, primary screen, ATP luminescence, HTS; P. falciparum stage V gametocytes, 24 h; inhibition, % at 10.9 µM; actives 0.065% (n = 150,000); AID 743093, 2013;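 active means inhibition above the mean plus 3 SD of compounds within the control limits, set per campaign, cut at about 38% in these data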;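 further: 0% = DMSO wells and 100% = medium only without gametocytes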
Rab2 wt GTP – modulators of GTP binding to Rab2A wildtype, primary screen, biochemical, dog, bead-based flow cytometry, multiplex; GST-Rab2 wt beads, Bodipy-GTP binding; GTP binding activity, % at 10 µM; actives 0.19% (n = 190,000);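 active means GTP binding activity at least 20 points away from 100%, either lowered or raised; inconclusive means signal likely due to the compound's own green fluorescence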;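 further: 0% = beads with excess unlabeled GTP and 100% = no-compound control corrected for plate trend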
HRas wt GTP – modulators of GTP binding to HRas wildtype, primary screen, biochemical, bead-based flow cytometry, multiplex; GST-Ras wt beads, Bodipy-FL-GTP binding; actives lie on both sides; GTP binding activity, % at 10 µM; actives 0.14% (n = 190,000); AID 759, 2007;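 active means GTP binding activity at least 20% away from the 100% baseline, either lowered as inhibitor or raised as activator; inconclusive means flagged as likely green fluorescent, judged across all proteins in the well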;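 further: 0% = unlabeled GTP competition control and 100% = no-compound control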
Target sequence (P01112 whole entry, looked up): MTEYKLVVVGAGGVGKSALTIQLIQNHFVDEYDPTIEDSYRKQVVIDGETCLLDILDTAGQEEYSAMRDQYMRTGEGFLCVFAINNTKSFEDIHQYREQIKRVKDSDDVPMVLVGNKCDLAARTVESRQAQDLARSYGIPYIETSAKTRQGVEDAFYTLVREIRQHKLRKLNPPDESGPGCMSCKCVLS
Rac1 wt GTP bind – wildtype Rac1 GTP binding modulators, primary screen, biochemical, GST-Rac1 beads, flow cytometry, multiplex | Ras-related C3 botulinum toxin substrate 1 (Homo sapiens), P63000 | fluorescent GTP binding; actives lie on both sides; 0 = cold GTP competed, 100 = untreated | GTP binding activity (% of control), % at 10 µM | actives 0.27% (n = 190,000);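 active means GTP binding activity at least 20 points away from the 100% control level, either lower or higher; inconclusive means compound flagged as likely green fluorescent, judged across all proteins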
Cdc42 wt GTP – modulators of GTP binding to wildtype Cdc42, primary screen, biochemical, multiplex bead flow cytometry, Bodipy-GTP | Cell division control protein 42 homolog (Homo sapiens), P60953 | GST-Cdc42 beads; actives lie on both sides | percent activity (GTP binding), % at 10 µM | actives 0.2% (n = 190,000);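 active means percent activity GTP binding at least 20 points away from the 100% baseline, either down as inhibitor or up as activator; inconclusive means compound flagged as likely green fluorescent from well-wide comparison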;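 further: median bead fluorescence of bound Bodipy-FL-GTP at 100 nM; 0% = excess unlabeled GTP control and 100% = no compound control; below 100% means less GTP binding so inhibitor and above means activator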
Target sequence (P60953 whole entry, looked up): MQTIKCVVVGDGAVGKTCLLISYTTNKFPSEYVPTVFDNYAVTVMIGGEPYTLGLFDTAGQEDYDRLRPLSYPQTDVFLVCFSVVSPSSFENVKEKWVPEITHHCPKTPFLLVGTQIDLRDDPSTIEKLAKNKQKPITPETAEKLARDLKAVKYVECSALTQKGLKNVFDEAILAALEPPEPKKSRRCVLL
Avidin bead fluor – green autofluorescence of compounds with avidin beads – biophysical, 488/530 nm, flow cytometry, artefact control, profiling panel | compound fluorescence 488/530 nm; hits give high values | fluorescence (KMESF) at 10 µM | actives 0.38% (n = 220,000); in the data active means fluorescence above about 47; further: inactives centre near 10
ABCB1 block – ABCB1 efflux pump inhibitors, primary screen, cell-based, multiplex, flow cytometry, ABCG2 counter-screen; CCRF-Adr cells, JC-1 efflux; actives 0.067% (n = 190,000); inhibition, % at 6.6 µM; ATP-dependent translocase ABCB1 (Homo sapiens), P08183; AID 1326, 2008; in the data active means inhibition above about 40%;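 further: 0% = vehicle and 100% = reference inhibitor; higher value means more JC-1 retained so stronger ABCB1 efflux block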
Rac1 mut GTP – GTP binding modulators of activated mutant Rac1, primary screen, biochemical, bead-based flow cytometry, multiplex, fluorescent GTP; AID 764, 2007; GST-Rac1 activated beads; actives lie on both sides; 100% means binding = to untreated wells; Ras-related C3 botulinum toxin substrate 1 (Homo sapiens), P63000; percent activity (GTP binding), % at 10 µM; actives 0.11% (n = 190,000);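 active means GTP binding at least 20 percentage points away from the 100% baseline, in either direction, so actives lie on both sides; inconclusive means Compound likely fluorescent itself, or too few beads counted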
GSH fluor – compound fluorescence on glutathione beads, profiling panel, artefact control, biophysical, 488/530 nm, flow cytometry | GSH beads flow cytometry, compound fluorescence 488/530 nm; hits give high values | fluorescence (KMESF) at 10 µM | actives 0.25% (n = 190,000) | AID 1776, 2009; in the data active means fluorescence above about 89;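 further: glutathione beads carrying GST-tagged Bcl family fusion proteins plus one bare bead set; values are compound well signal with DMSO vehicle wells as background; inactives centre near 16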
Rab7 wt GTP bind – modulators of GTP binding to Rab7, primary screen, biochemical, wildtype, multiplex bead flow cytometry; GST-Rab7 beads, fluorescent GTP binding; actives lie on both sides; untreated = 100%, excess cold GTP = 0%; GTP binding activity (percent of control), % at 10 µM; actives 0.055% (n = 190,000); AID 758, 2007;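 active means fluorescent GTP binding to Rab7 beads changed by at least 20 points from the 100% baseline, either direction, mostly lower; inconclusive means compound itself probably fluorescent, or too few beads counted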;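 further: median green fluorescence of bound Bodipy-FL-GTP per Rab7 bead population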
ABCG2 block – ABCG2 efflux pump inhibitors, primary screen, multiplex with ABCB1, IgMXP3 cells, flow cytometry; Broad substrate specificity ATP-binding cassette transporter ABCG2 (Homo sapiens), Q9UNQ0; JC-1 efflux; inhibition, % at 6.6 µM; actives 0.1% (n = 190,000); AID 1325, 2008;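 active means inhibition above 80%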;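 further: 0% = DMSO and 100% = nicardipine control wells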
Target sequence (Q9UNQ0 whole entry, looked up): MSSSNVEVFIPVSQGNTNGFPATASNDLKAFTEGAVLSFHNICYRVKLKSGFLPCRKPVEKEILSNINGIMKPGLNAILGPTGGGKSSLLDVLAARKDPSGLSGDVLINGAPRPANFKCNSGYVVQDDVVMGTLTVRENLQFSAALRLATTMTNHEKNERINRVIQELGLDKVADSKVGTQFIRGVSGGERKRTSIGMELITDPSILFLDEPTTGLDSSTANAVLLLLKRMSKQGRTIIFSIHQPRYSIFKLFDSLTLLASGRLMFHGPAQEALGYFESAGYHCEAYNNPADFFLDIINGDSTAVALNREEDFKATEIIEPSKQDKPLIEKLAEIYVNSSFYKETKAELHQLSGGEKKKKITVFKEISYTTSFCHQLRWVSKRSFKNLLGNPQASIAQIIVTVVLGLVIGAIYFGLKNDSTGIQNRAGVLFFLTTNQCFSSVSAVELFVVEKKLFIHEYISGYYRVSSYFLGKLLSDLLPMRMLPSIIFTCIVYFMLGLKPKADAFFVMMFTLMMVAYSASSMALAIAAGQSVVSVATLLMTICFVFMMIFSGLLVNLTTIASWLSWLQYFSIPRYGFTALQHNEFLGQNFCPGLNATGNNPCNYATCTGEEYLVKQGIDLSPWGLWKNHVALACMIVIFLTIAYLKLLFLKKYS
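Times: 10 min at 25 °C | Test system: Two drug-resistant human cell lines, ABCG2 and ABCB1 | Quantity: 3 million cells/mL final, two lines in 1:1 ratio | Signal: Flow cytometry, 530 nm JC-1 signal | Dosing: Compound at 6.6 µM | Controls: Nicardipine and DMSO wells | Reagent: JC-1 as fluorescent efflux pump substrate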
An asterisk follows results filed as active; ? = inconclusive; . = not tested or not shown; & = joins results of further samples.

nr	molecule	Pf gamet viab	Rab2 wt GTP	HRas wt GTP	Rac1 wt GTP bind	Cdc42 wt GTP	Avidin bead fluor	ABCB1 block	Rac1 mut GTP	GSH fluor	Rab7 wt GTP bind	ABCG2 block
1	COC(=O)c1cccc(-n2cnnn2)c1	.	?	?	?	?	5	0.0	?	20	?	2
2	COC(=O)n1c(=O)oc2cc(S(=O)(=O)N3CCCCC3)ccc21	4	100	100	104	103	7	1.2	99	28	100	3
3	O=c1c2cc(Cl)ccc2[nH]c(=S)n1Cc1cccs1	.	99	101	103	98	7	-1.7	97	7	101	-5
4	CCC(=O)N1CCN(c2ccc(NC(=O)c3ccco3)cc2)CC1	-28	93	94	88	94	12	-0.3	92	33	92	3
5	CCN1CCN(c2nc(-c3ccccn3)nc3ccccc23)CC1	-34	98	99	98	97	24	0.6	98	7	93	1
6	COC(=O)Nc1ccc(OCc2ccccc2)cc1	3	98	99	97	99	13	0.4	97	16	100	5
7	Cc1cc(Cl)c(S(=O)(=O)NCC2CCCO2)cc1OCC(N)=O (stereo not given)	.	96	97	96	97	13	0.1	96	7	99	0
8	COc1ccc2nc3ccccc3nc2c1NC(=O)c1ccc(Cl)cc1Cl	16	102	102	104	105	4	0.3	100	12	105	11
9	CS(=O)(=O)N(CC(=O)NN=C1CCCCCC1)c1ccc(Oc2ccccc2)cc1	-17	95	97	97	97	9	1.4	92	11	95	9
10	Cc1cc(N2CCCCC2)c(F)cc1[N+](=O)[O-]	2	99	100	101	99	8	-2.9	98	12	98	-7
11	COC(=O)C(C)Sc1n[nH]c(=S)s1 (stereo not given)	-6	102	104	113	109	13	0.1	105	14	100	2
12	COc1ccc(C(=O)Oc2cccnc2)cc1	12	96	102	95	101	20	0.6	93	10	96	2
13	Cc1nc(NC(C)C)c2oc3ccccc3c2n1	.	99	103	106	101	13	0.3	100	10	101	3
14	CC(C)C(=O)c1cn(CC(=O)NCc2ccco2)c2ccccc12	-23	101	101	104	105	29	0.4	101	16	98	2
15	O=C(CNC(=S)N(Cc1ccccc1)Cc1cccnc1)NCCc1ccccc1	8	102	100	107	101	7	-0.3	99	20	100	10
16	CSc1ccccc1NC(=O)COc1ccc(S(=O)(=O)N2CCCC2)cc1	-19	98	98	100	102	9	2.4	96	23	99	9
17	CCSc1nnc2c(n1)OC=Nc1ccc(Br)cc1-2	.	97	99	103	99	12	0.0	95	67	96	1
18	CCCn1c(SCC(=O)Nc2ccc(OCC)cc2)nnc1C(C)C	.	94	94	97	97	22	0.3	93	21	90	2
19	CC(/C=N/NC(=O)c1cc(-c2ccc(C)s2)[nH]n1)=C\c1ccccc1	-5	97	97	99	99	12	-1.2	97	20	96	-5
20	Cc1ccc(C(=O)N(CC(=O)NC2CCCC2)Cc2cccs2)s1	-23	95	97	95	97	29	0.8	95	17	96	1
21	CCc1ccccc1NC(=O)c1cc(-c2cccc(O)c2)on1	.	101	101	101	102	7	0.2	100	26	100	2
22	Cc1cc(C)c2c(c1)[C@@H]1C=CC[C@@H]1[C@H](c1ccc(S(=O)(=O)N3CCOCC3)cc1)N2	-5	103	106	104	102	3	-0.3	102	11	106	-3
23	Cc1ccccc1CN1CCN(S(C)(=O)=O)CC1	-18	103	103	106	102	8	0.7	98	55	103	0
24	CCN1C(=O)/C(=C/c2ccc(C)o2)N(C)C1=S	6	101	103	104	104	8	0.3	101	11	101	13
25	Cc1ccc(S(=O)(=O)Oc2ccc(C(c3c(C)[nH][nH]c3=O)c3c(C)[nH][nH]c3=O)cc2)cc1	.	98	99	100	100	26	-0.2	98	25	99	0
26	O=C(CSc1ccc(-c2ccccn2)nn1)N1CCCCC1	-2	94	95	95	95	23	-0.1	99	21	94	0
27	CN(C)CCC(c1ccc(Cl)cc1)c1ccccn1 (stereo not given)	.	100	97	98	98	7&10	-0.2	97	67&21	96	0&0
28	CCOc1ncccc1C(=O)OCc1c(F)cccc1Cl	-6	94	94	93	95	21	0.3	95	12	92	21
29	Nc1cccnc1-n1nc(C(F)(F)F)cc1C(F)(F)F	-12	97	100	98	97	12	0.1	96	19	104	3
30	O=C(O)CN(c1ccccn1)S(=O)(=O)c1ccc(Cl)cc1	.	103	103	109	105	13	-1.9	100	33	100	-8
31	CCOC(=O)C1CCN(C(=O)CN(c2ccc(Oc3ccccc3)cc2)S(C)(=O)=O)CC1	1	99	99	96	97	10	1.3	96	18	104	2
32	CCN(CC)c1ccc(NC(=O)c2ccc3c(c2)c(C)c(C)n3C)cc1	3	97	94	98	93	11	-1.2	92	11	102	-2
33	COc1ccc(Br)c2oc(SC)cc(=O)c12	-19	93	89	92	91	7	0.8	95	12	99	20
34	COc1ccccc1NS(=O)(=O)c1ccc(Cl)c(NC(=O)C(C)N2C(=O)c3ccccc3C2=O)c1 (stereo not given)	-5	97	98	101	101	11	3.9	96	6	98	11
35	Cc1cc2c(ncn2C(C)C)c(NS(=O)(=O)c2ccc(F)cc2)c1C	4	94	96	97	96	12	-0.1	95	9	94	-1
36	CC(C)(C)C(=O)NC(n1cnc2c(N3CCOCC3)ncnc21)C(Cl)(Cl)Cl (stereo not given)	7	99	100	100	100	10	0.6	97	20	102	0
37	COc1cc(C(C)=O)ccc1Oc1ncnc2c1cnn2-c1ccc(C)c(C)c1	-17	100	100	101	100	11	0.5	99	19	102	2
38	CC(=O)N1CCc2[nH]c3ccccc3c2C1	12	97	98	98	98	5	1.2	98	16	98	4
39	COC(=O)CCCC(=O)N1CCCC(CCC(=O)NCc2ccc(F)c(F)c2)C1 (stereo not given)	.	103	102	106	105	15	0.4	101	11	100	1
40	O=C(CCc1nc2ccccc2c(=O)[nH]1)NC1CCN(Cc2ccccc2)CC1	.	106	108	114	108	9	0.7	104	256*	106	4

Record cards (already shown). Order of values: Pf gamet viab, Rab2 wt GTP, HRas wt GTP, Rac1 wt GTP bind, Cdc42 wt GTP, Avidin bead fluor, ABCB1 block, Rac1 mut GTP, GSH fluor, Rab7 wt GTP bind, ABCG2 block
COc1ccc(C(=O)Oc2cccnc2)cc1 is listed with 12, 96, 102, 95, 101, 20, 0.6, 93, 10, 96, 2
Cc1ccc(S(=O)(=O)Oc2ccc(C(c3c(C)[nH][nH]c3=O)c3c(C)[nH][nH]c3=O)cc2)cc1 is listed with ., 98, 99, 100, 100, 26, -0.2, 98, 25, 99, 0
CCOC(=O)C1CCN(C(=O)CN(c2ccc(Oc3ccccc3)cc2)S(C)(=O)=O)CC1 is listed with 1, 99, 99, 96, 97, 10, 1.3, 96, 18, 104, 2

Back to the main list, repeating the four entries before the break.
nr	molecule	Pf gamet viab	Rab2 wt GTP	HRas wt GTP	Rac1 wt GTP bind	Cdc42 wt GTP	Avidin bead fluor	ABCB1 block	Rac1 mut GTP	GSH fluor	Rab7 wt GTP bind	ABCG2 block
37	COc1cc(C(C)=O)ccc1Oc1ncnc2c1cnn2-c1ccc(C)c(C)c1	-17	100	100	101	100	11	0.5	99	19	102	2
38	CC(=O)N1CCc2[nH]c3ccccc3c2C1	12	97	98	98	98	5	1.2	98	16	98	4
39	COC(=O)CCCC(=O)N1CCCC(CCC(=O)NCc2ccc(F)c(F)c2)C1 (stereo not given)	.	103	102	106	105	15	0.4	101	11	100	1
40	O=C(CCc1nc2ccccc2c(=O)[nH]1)NC1CCN(Cc2ccccc2)CC1	.	106	108	114	108	9	0.7	104	256*	106	4
41	O=C(NC(=S)Nc1ncccn1)c1ccc(Cl)cc1Cl	19	103	99	103	102	11	-0.4	98	14	104	0
42	CCOc1ccc(C2CC(c3ccc(CC)cc3)Nc3nc(N)nn32)cc1 (stereo not given)	.	100	103	107	103	11	-2.9	99	17	98	-3
43	NC1=NC2CS(=O)(=O)CC2S1 (stereo not given)	5	104	104	103	104	3	0.8	100	8	105	3
44	CCOC(=O)c1c(NC(=O)CC2SC(N)=NC2=O)sc2c1CCC(C)C2 (stereo not given)	.	98	101	102	100	13	0.2	101	13	103	6
45	CN1C(=O)/C(=C/c2ccccc2Cl)Sc2ccc(C(=O)NCc3cccnc3)cc21	9	98	98	99	97	11	1.5	93	13	95	8
46	O=C(c1cc(C(=O)c2ccco2)cc(C(=O)c2ccco2)c1)c1ccco1	6	98	99	97	97	3	2.0	97	9	103	18
47	CCCCNC(=O)c1[nH]c(C)c(C(C)=O)c1C	13	96	94	92	94	13	0.2	95	11	93	4
48	CNC(=O)c1ccc(NC(=O)/C=C/c2cccc(F)c2)cc1	-11	101	100	100	98	24	1.1	96	12	102	6
49	C[N+]1(CC(=O)NNc2c3ccccc3nc3ccccc23)CCOCC1	.	98	98	100	96	17	0.5	95	24	105	2
50	Cc1ccc(-c2nnc3c4ccccc4c(C)nn23)cc1S(=O)(=O)N1CCN(CCO)CC1	.	79*	85	88	82	17	0.3	95	14	86	3
51	Cc1c(-c2ccccc2)nc(N)c(C#N)c1-c1ccco1	-5	102	103	105	103	9	0.3	99	15	100	1
52	Cc1ccc(OCC(=O)O)c(-n2nc3ccccc3n2)c1	.	98	100	106	99	6	0.1	98	15	98	1
53	COc1ccccc1OCCCOc1c(C)cc(C)cc1Br	-1	100	99	99	99	14	8.4	101	11	96	10
54	CC1CCCCN1CCNC(=O)c1ccc2c(=O)n(CCc3ccccc3)c(=O)[nH]c2c1 (stereo not given)	-14	110	109	106	108	15	0.6	103	23	101	3
55	CCCOn1c(OCC(C)C)nc2ccccc2c1=O	.	101	102	103	103	6	0.0	100	37	103	0
56	O=C(CSc1ncnc2nc[nH]c12)N1CCN(c2ccccc2)CC1	5	100	99	102	100	24	0.1	99	22	100	12
